ARNT TACC3 PPI = disrupts binding between human ARNT and TACC3. Q9Y6A5. 0.66% of 390,000 active. inhibition, % at 9.99 µM. AlphaScreen His-ARNT PAS-B/GST-TACC3 binding, luminescence; TACC3 fragment carries E629A point mutation;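 active = mean inhibition of replicates at least 50% and at least half of replicates each reaching 50%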;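 note: 0% = complete ARNT plus TACC3 wells and 100% = ARNT alone without TACC3; many hits fall short of the cut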
SIRT5 inh = sirtuin-5 (human) deacylase inhibition. 1.1% of 330,000 active. AID 652115. inhibition, % at 15 µM. Purified SirT5, succinyl-peptide AMC, trypsin-coupled fluorescence. Q9NXA8; in the data active = inhibition above about 15%
Target sequence (Q9NXA8 whole entry, looked up): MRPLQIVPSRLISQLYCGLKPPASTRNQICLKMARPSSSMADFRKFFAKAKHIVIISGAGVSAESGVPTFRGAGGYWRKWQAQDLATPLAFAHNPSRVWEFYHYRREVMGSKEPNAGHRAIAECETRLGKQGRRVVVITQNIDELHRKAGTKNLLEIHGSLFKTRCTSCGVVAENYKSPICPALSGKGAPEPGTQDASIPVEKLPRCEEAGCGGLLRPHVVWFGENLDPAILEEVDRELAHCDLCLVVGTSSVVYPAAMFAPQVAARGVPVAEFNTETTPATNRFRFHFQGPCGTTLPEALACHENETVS
Cneo AK release = Cryptococcus neoformans lysis via adenylate kinase release; C. neoformans lysis, adenylate kinase release luminescence, 4 h; normalised: neutral wells 0, clomiphene wells 100; lysis activity, % at 15 µM; 0.2% of 360,000 active; AID 651654;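 active = mean lysis activity across replicates of at least 80%, whatever share of replicates individually reach that level; inactive = mean lysis activity below 80%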
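Signal: Adenylate kinase release luminescence | Assay system: Log-phase Cryptococcus neoformans yeast cells | Input: Cells at 5 × 10^6 per mL | Buffer or medium: Fresh YPD growth medium | Compound: Single dose | Schedule: Static 4 h at 37 °C with compound, 1 h detection | Controls: Clomiphene | Read-out: Luminescence rise reflecting yeast cell lysis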
esBAF inh = blocks esBAF chromatin remodeling in mouse ES cells | Bmi1-luciferase knock-in reporter, 24 h; 100% = twice the neutral-well signal | reporter increase, % at 12.5 µM | 2% of 350,000 active | AID 602393; in the data active = activation above about 40%;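 note: 0% = median of the plate's neutral control wells and 100% = double that signal; a rise in the Bmi1 reporter signal indicates esBAF inhibition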
miR122 inh = inhibitors of miR-122 in Huh7 cells; activation (reporter increase), % at 12.5 µM; 0.3% of 340,000 active; Huh7 miR-122 Renilla luciferase sensor, 48 h; neutral wells = 0, positive control = 100;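 active = mean replicate activation score at least 90 and every replicate individually at or above 90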;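 note: higher luciferase means less miR-122 activity so hits act as miR-122 inhibitors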
C2C12 statin = protects C2C12 myotubes from simvastatin toxicity; ATP luminescence, 48 h; scaled: DMSO 0, geranylgeraniol control 100; rescue of ATP level, % at 7.49 µM; 0.78% of 330,000 active;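 active = mean ATP rescue above about 67%, or every replicate alone reaching that limit, limit read from the data, passing the limit was not always enough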;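 note: myotubes were challenged with 10 µM simvastatin during compound exposure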
ERp5 block = blocks human ERp5 reductase activity on insulin; inhibition, % at 9.99 µM; AID 651711; Q15084; ERp5 insulin aggregation, absorbance 650 nm, 90 min; 0.05% of 350,000 active;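 active = mean replicate inhibition above about 25%, with every replicate also reaching it, limit read from the data, passing the limit was not always enough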
Target sequence (Q15084 whole entry, looked up): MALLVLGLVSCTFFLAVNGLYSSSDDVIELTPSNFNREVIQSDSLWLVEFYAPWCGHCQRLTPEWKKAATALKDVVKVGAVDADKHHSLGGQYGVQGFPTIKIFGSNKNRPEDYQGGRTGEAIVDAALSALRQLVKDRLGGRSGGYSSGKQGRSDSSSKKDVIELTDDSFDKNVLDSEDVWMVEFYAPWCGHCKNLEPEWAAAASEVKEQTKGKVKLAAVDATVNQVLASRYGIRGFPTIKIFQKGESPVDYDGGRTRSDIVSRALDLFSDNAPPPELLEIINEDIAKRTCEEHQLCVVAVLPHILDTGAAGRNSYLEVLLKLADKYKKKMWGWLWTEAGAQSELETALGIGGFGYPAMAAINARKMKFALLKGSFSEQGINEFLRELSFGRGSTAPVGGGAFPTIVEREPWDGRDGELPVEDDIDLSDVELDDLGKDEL
Numbers without * were called inactive; · = no result given; & = joins results of further samples; [ ] = remark or other dose.

| canonical_smiles | ARNT TACC3 PPI | SIRT5 inh | Cneo AK release | esBAF inh | miR122 inh | C2C12 statin | ERp5 block |
| --- | --- | --- | --- | --- | --- | --- | --- |
| CCOC(=O)c1[nH]c(C)c(C(=O)NC2CCCCC2)c1C | -4 | · | 4 | 0 | 2 | 2 | 1 |
| C[C@@H]1CN([C@H](C)CO)S(=O)(=O)c2ccc(C#CCC3CCCC3)cc2O[C@H]1CN(C)C(=O)c1ccccn1 | 4 | 7 | -7 | 3 | -1[16.7 µM] | 2 | 5 |
| COc1ccccc1N1C[C@@H]2C[C@@H](c3ccco3)N3CCC[C@@]23C1=O | 0 | 2 | · | · | · | · | -3 |
| CC(C(=O)NC1CCCCCC1)c1ccc([N+](=O)[O-])cc1 (stereo unspecified) | -4 | 1 | 1 | 2 | 7 | -9 | -3 |
| Cc1cccc2cc(CN(CCCO)C(=O)Nc3ccccc3Cl)c(=O)[nH]c12 | 1 | · | -4 | 1 | 13 | -3 | · |
| C[C@@H]1CCCCO[C@@H](CN(C)C(=O)c2ccccc2)[C@H](C)CN([C@@H](C)CO)C(=O)c2cc(NC(=O)Nc3ccccc3)ccc2O1 | 5 | 2 | 6 | -2 | -11[16.7 µM] | · | 0 |
| O=C(Nc1ccc(F)cc1F)c1cccc(S(=O)(=O)N2CCCCC2)c1 | 0 | -6 | -1 | -2 | 1 | 10 | -2 |
| O=C(Nc1nnc(S(=O)(=O)Cc2ccc(F)cc2)s1)c1ccccc1F | 32 | 2 | -2 | 3 | 7 | -36 | · |
| C[C@H](CO)N1C[C@H](C)[C@@H](CN(C)S(=O)(=O)c2cccc(F)c2)Oc2ncc(C#CC3(O)CCCC3)cc2C1=O | -4 | 2 | 0 | 2 | -8[16.7 µM] | · | 1 |
| O=C(CSc1ccccc1)N1CCN(S(=O)(=O)c2ccccc2)CC1 | 5 | -2 | 0 | 1 | -7 | -25 | 1 |
| CC1CC(C)CN(C(=O)Cn2c(=O)n(CCCCC(=O)NC3CCCC3)c(=O)c3ccccc32)C1 (stereo unspecified) | 0 | · | -1 | -1 | -2 | · | · |
| COc1cccc(C(=O)OCCCN(C)C)c1 | -2 | 15* | · | · | · | · | 6 |
| NNC(=O)COc1ccc(F)cc1 | -5 | -1 | · | · | · | · | -5 |
| C[C@@H]1CN([C@@H](C)CO)S(=O)(=O)c2ccc(C#C[C@@H](C)O)cc2O[C@H]1CN(C)C | -8 | 0 | -2 | 2 | -7[16.7 µM] | 20 | -4 |
| CO[C@H]1CN(C)C(=O)c2cc(NC(=O)C3CCC3)ccc2OC[C@H](C)N(C(=O)NC(C)C)C[C@H]1C | 6 | 2 | -3 | 4 | · | -10 | 0 |
| CCCSC1=C(C#N)C(c2ccc(Cl)cc2Cl)CC(=O)N1 (stereo unspecified) | 2 | · | · | -1 | 13 | -8 | · |
| COc1ccccc1N1CCN(C(c2ccccc2Cl)c2nnnn2C(C)(C)C)CC1 (stereo unspecified) | 1 | · | -1 | -9 | 0 | 3 | · |
| CCOC(=O)C1CCCN(Cc2nc(N)nc(Nc3ccccc3OC)n2)C1 (stereo unspecified) | 25 | · | -1 | 2 | -2 | 1 | -2 |
| O=C(COc1ccc(Br)cc1)OCC(=O)c1ccc[nH]1 | · | · | 1 | -8 | -6 | -1 | 5 |
| C[C@H]1CN([C@@H](C)CO)C(=O)c2cc(/C=C/c3ccccc3)cnc2O[C@@H]1CN(C)C(=O)c1ccncc1 | -16 | -14 | 6 | 0 | -2[16.7 µM] | · | -5 |
| C[C@@H]1CN([C@H](C)CO)C(=O)c2cc(C#Cc3cccnc3)cnc2O[C@H]1CN(C)Cc1ccccc1 | -1 | 4 | -7 | · | 3[16.7 µM] | 4 | -1 |
| O=C(NCc1ccccn1)C1Nc2ccc(OC(F)(F)F)cc2C2C=CCC12 (stereo unspecified) | 0 | · | 0 | -3 | 0 | 13 | · |
| COCCn1c(SCc2ccccc2Cl)nc2c1c(=O)[nH]c(=O)n2C | -4 | · | -2 | 5 | -10 | 3 | · |
| CO[C@H]1CN(C)C(=O)c2ccc(NC(=O)C3CCC3)cc2OC[C@H](C)N(Cc2ccncc2)C[C@H]1C | -6 | 0 | -3 | -3 | 1[16.7 µM] | 1 | -2 |
| CO[C@H]1CN(C)C(=O)c2cc(NC(C)=O)ccc2OC[C@@H](C)N(Cc2cc(F)ccc2F)C[C@H]1C | -1 | 3 | -1 | 3 | -8[16.7 µM] | 12 | -2 |
| COCCNC(=O)c1ccccc1NC(=O)c1ccc(OC)c(OC)c1 | 6 | · | 0 | -1 | 3 | 8 | · |
| C[C@H]1CN([C@@H](C)CO)C(=O)CCCn2cc(nn2)CO[C@@H]1CN(C)C(=O)c1ccncc1 | -5&-5 | 0&-4&-4 | -1&-22 | 0&4&-2 | -7 | -5&-13&-8 | 6&0&9 |
| Fc1ccc(NC(=S)N/N=C/c2cccc(Br)c2)c(F)c1 | -4 | -2 | 43 | 31 | -2 | -9 | -3 |
| CC(C)c1cn(CC[C@@H]2CC[C@H](NC(=O)C3CCCCC3)[C@H](CO)O2)nn1 | -4 | 1 | -2 | 4 | · | -4 | -14 |
| CC1=NN(C(C#N)c2ccc(F)cc2)C(c2ccccc2)C1 (stereo unspecified) | -4 | -1 | -3 | -6 | -2 | -22 | 6 |
| C[C@@H]1CCCCO[C@@H](CN(C)Cc2ccc3c(c2)OCO3)[C@@H](C)CN([C@H](C)CO)C(=O)c2cc(NC(=O)c3ccccc3)ccc2O1 | -4 | 3 | 1 | -2 | 36[16.7 µM] | · | 0 |
| O=C(CCCN=C1NS(=O)(=O)c2ccccc21)OCc1ccc(F)cc1 | -1 | -3 | · | -1 | · | 3 | -3 |
| C[C@@H]1CN([C@H](C)CO)S(=O)(=O)c2ccc(C#C[C@@H](C)O)cc2O[C@@H]1CN(C)C(=O)c1ccccc1 | -2 | -1 | 8 | 2 | 10[16.7 µM] | -5 | -3 |
| O=C(O)c1ccc(-n2c(=O)c3ccccc3c3ccccc3c2=O)cc1 | -2 | -4 | · | · | -3 | · | 1 |
| C[C@H]1CN([C@@H](C)CO)C(=O)Cc2cc(NC(=O)CCCN(C)C)ccc2O[C@@H]1CN(C)Cc1ccc(-c2ccccc2)cc1 | 1 | -8 | 11 | 3 | 1[16.7 µM] | 18 | 3 |
| CCC(=O)Nc1c(C)ccc2nsnc12 | -2 | · | -1 | -4 | 7 | 5 | · |
| Cc1ccc(C(=O)NCc2ccc(F)cc2)cc1NC1=NC2CS(=O)(=O)CC2S1 (stereo unspecified) | -5 | · | -2 | -3 | -1 | 4 | 0 |
| COc1ccccc1Cc1c(C2CCCCC2)nc2ccc(Cl)cn12 | · | -3 | 7 | -6 | -1 | -54 | 0 |
| COc1ccccc1-c1cnc2c(c1)C(=O)N([C@H](C)CO)C[C@H](C)[C@H](CN(C)C(=O)c1cccnc1)O2 | -10 | 0 | -3 | 1 | 1[16.7 µM] | 4 | 2 |
| C=CCSc1nnc(NC(=O)c2nc(SCC)ncc2Cl)s1 | 1 | -1 | 3 | 1 | -2 | 0 | 1 |
| Cc1ccc(Cn2cccc(NS(C)(=O)=O)c2=O)cc1 | 64* | -4 | -1 | -5 | · | -6 | 3 |
| Cc1cc(-c2cc(N)n(-c3ccccc3)n2)c(C)n1C1CCCC1 | 7 | -3 | -1 | 36 | -2 | -20 | -3 |
| CO[C@H]1CC[C@H]2CCOc3c(C#N)cccc3C(=O)N(C)CCCC(=O)N(C)C[C@@H]1O2 | -5 | -1 | 8 | 1 | · | 5 | 4 |
| CC1(C)CC(=O)c2cnc(NC(=O)CSC(=S)N3CCCCC3)nc2C1 | -7 | 1 | · | · | · | · | 2 |
| Cc1ccc(Oc2ncccc2NC(=O)CCCC(=O)O)c2c1CCC2 | · | -4 | 1 | · | -4 | · | 1 |
| c1ccc2c(-n3cnnn3)cccc2c1 | -6 | · | 0 | -8 | -2 | 3 | · |
| O=C1OC(c2ccc(O)cc2)(c2ccccc2O)c2ccccc21 (stereo unspecified) | 4 | 1 | 2 | · | 46 | 11 | 1 |
| COC(=O)c1c(-c2cc(OC)cc(OC)c2)sc2ccc(OC)cc12 | 6 | 0 | -5 | 20 | -4 | -3 | -3 |
| O=C(NC(=S)N1CCN(c2ccc(F)cc2)CC1)c1cccs1 | 3 | -3 | 13 | -5 | 6 | 6 | -7 |
| CCCCCOC(=O)C1=C(C)NC(=O)NC1c1ccc([N+](=O)[O-])cc1 (stereo unspecified) | -6 | 1 | -1 | -9 | 2 | 6 | 2 |
| CCOc1ccc(N2C(=O)CC(N3CC(C)OC(C)C3)C2=O)cc1 (stereo unspecified) | 3 | · | -1 | 5 | 2 | 1 | · |
| CCc1ccc(CNC(=O)c2ccc(OC3CCN(C(C)=O)CC3)c(OC)c2)nc1 | 7 | 7 | 0 | 1 | -1 | -7 | -5 |

Structural class: the compounds so far with fluorine.
| canonical_smiles | ARNT TACC3 PPI | SIRT5 inh | Cneo AK release | esBAF inh | miR122 inh | C2C12 statin | ERp5 block |
| --- | --- | --- | --- | --- | --- | --- | --- |
| O=C(Nc1ccc(F)cc1F)c1cccc(S(=O)(=O)N2CCCCC2)c1 | 0 | -6 | -1 | -2 | 1 | 10 | -2 |
| O=C(Nc1nnc(S(=O)(=O)Cc2ccc(F)cc2)s1)c1ccccc1F | 32 | 2 | -2 | 3 | 7 | -36 | · |
| C[C@H](CO)N1C[C@H](C)[C@@H](CN(C)S(=O)(=O)c2cccc(F)c2)Oc2ncc(C#CC3(O)CCCC3)cc2C1=O | -4 | 2 | 0 | 2 | -8[16.7 µM] | · | 1 |
| NNC(=O)COc1ccc(F)cc1 | -5 | -1 | · | · | · | · | -5 |
| O=C(NCc1ccccn1)C1Nc2ccc(OC(F)(F)F)cc2C2C=CCC12 (stereo unspecified) | 0 | · | 0 | -3 | 0 | 13 | · |
| CO[C@H]1CN(C)C(=O)c2cc(NC(C)=O)ccc2OC[C@@H](C)N(Cc2cc(F)ccc2F)C[C@H]1C | -1 | 3 | -1 | 3 | -8[16.7 µM] | 12 | -2 |
| Fc1ccc(NC(=S)N/N=C/c2cccc(Br)c2)c(F)c1 | -4 | -2 | 43 | 31 | -2 | -9 | -3 |
| CC1=NN(C(C#N)c2ccc(F)cc2)C(c2ccccc2)C1 (stereo unspecified) | -4 | -1 | -3 | -6 | -2 | -22 | 6 |
| O=C(CCCN=C1NS(=O)(=O)c2ccccc21)OCc1ccc(F)cc1 | -1 | -3 | · | -1 | · | 3 | -3 |
| Cc1ccc(C(=O)NCc2ccc(F)cc2)cc1NC1=NC2CS(=O)(=O)CC2S1 (stereo unspecified) | -5 | · | -2 | -3 | -1 | 4 | 0 |
| O=C(NC(=S)N1CCN(c2ccc(F)cc2)CC1)c1cccs1 | 3 | -3 | 13 | -5 | 6 | 6 | -7 |

Screening data from PubChem BioAssay.
